MCF10A rereplic: inducers of DNA re-replication in MCF 10A breast cells | MCF 10A DNA re-replication, Hoechst nuclear intensity, 48 h | Potency, µM (top dose mostly 46.1 µM), for the others: at the highest dose activity, positive = re-replication, most hits filed as activators | hit rate 2.9% among 350,000 | AID 624296; note: potency is the fitted concentration of half-maximal effect; % of control where 0% means no effect; nearly all actives have a fitted effect of over 50% in size
SW480 rerep: DNA re-replication induction in SW480 cells; SW480 DNA re-replication, Hoechst DNA content imaging, 48 h; Potency, µM (highest dose often 46.1 µM), inactives show top-dose re-replication activation, usual class: activators; hit rate 1.8% among 340,000; AID 624297; note: potency is the fitted concentration of half-maximal effect; % of control where 0% means no effect; nearly all actives have a fitted effect of over 55% in size
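Treated cells incubate 48 hr (37 C, 5% CO2), are stained 40 min with Hoechst, and nuclear fluorescence is enumerated; a rise in nuclei with high DNA signal marks re-replication.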
IL1B secr inh: blocks inflammasome-driven IL-1 beta release; THP-1 LPS/ATP IL-1B secretion, AlphaLISA, 16 h; active compounds read low; activity change, % at 57.5 µM; hit rate 4.7% among 360,000; AID 743279; in the data active = activity change below about -50%; inconclusive = mostly about -30% to -49%; note: % is set by controls: 0 for no effect and ±100 for the full control effect
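THP-1 cells pretreated 1 hr with compounds (up to 57.5 uM final), then stimulated with LPS (250 ng/mL final) plus ATP (1.25 mM final); secreted IL-1B measured by AlphaLISA after 16 hr, decreased signal indicating inhibition.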
D3 ag: activates the human D3 dopamine receptor | P35462 | D3R DiscoveRx beta-arrestin cells, luminescence, 90 min | max activation, % | hit rate 0.58% among 410,000 | AID 652048; in the data active = max activation above about 30%; note: 0% is about no effect; mostly tested at two doses, the higher about 12 µM
Target sequence (P35462 whole entry, looked up): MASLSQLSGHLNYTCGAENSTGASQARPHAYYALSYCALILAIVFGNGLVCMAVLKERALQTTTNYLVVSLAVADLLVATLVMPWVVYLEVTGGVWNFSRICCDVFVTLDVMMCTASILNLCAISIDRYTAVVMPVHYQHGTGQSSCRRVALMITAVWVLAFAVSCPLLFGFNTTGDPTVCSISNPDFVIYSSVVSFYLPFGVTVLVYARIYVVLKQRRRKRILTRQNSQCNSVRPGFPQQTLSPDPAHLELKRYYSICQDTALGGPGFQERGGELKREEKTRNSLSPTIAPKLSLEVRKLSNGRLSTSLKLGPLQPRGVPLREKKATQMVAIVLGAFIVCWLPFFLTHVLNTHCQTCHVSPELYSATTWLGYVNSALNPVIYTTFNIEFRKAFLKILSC
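Agonist mode: compounds and dopamine controls were applied to plated cells for 90 min at 37 degrees C after an overnight attachment at 1500 cells/well. Luminescent read-out followed 30 - 60 minutes at room temperature with DiscoveRx detection reagent.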
HT1080NT lethal: kills 2HG-producing HT-1080-NT fibrosarcoma cells | HT-1080-NT fibrosarcoma viability, CellTiter-Glo ATP luminescence, 48 h | Potency, µM (highest dose often 46.1 µM), without a hit: top-dose activity, negative = less viability, most hits filed as cytotoxic | hit rate 1.6% among 360,000 | AID 686970;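 note: NT is the 2HG producing partner of a matched IDH1 knockdown line; potency is the fitted concentration of half-maximal effect; 0% = DMSO-treated cells and -100% = media-only wells without cells; nearly all actives have a fitted effect of over 55% in size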
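Viability by CellTiter-Glo luminescence after 48 h compound exposure at 37C of HT-1080-NT cells (750/well, RPMI, 5% FBS). % activity scaled between DMSO wells and medium-only wells, then curve-fitted and categorized by curve class.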
KB-V1 cytotox: kills drug-selected multidrug resistant KB-V1 cells. KB-V1 MDR cells viability, CellTiter-Glo, 72 h. Potency, µM (titrated, usually from 46.1 µM), inactives show at the top dose activity change, negative = cytotoxicity, actives largely listed as cytotoxic. hit rate 3.4% among 400,000; note: potency is the fitted concentration of half-maximal effect; % is set by controls: 0 for no effect and ±100 for the full control effect; nearly all actives have a fitted effect of over 60% in size
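Potencies derive from concentration-effect curves fitted to normalized luminescence (CellTiter-Glo) of KB-V1 cells treated for 72 h at 37 degrees C in phenol-red-free DMEM containing 10% FBS.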
KB-3-1 cytotox: KB-3-1 parental cell cytotoxicity. KB-3-1 viability, CellTiter-Glo ATP luminescence, 72 h. Potency, µM (highest dose often 46.1 µM), for the others: at the top dose activity change, negative = cytotoxic, actives largely listed as cytotoxic. hit rate 1.4% among 400,000; note: potency is the fitted concentration of half-maximal effect; % is set by controls: 0 for no effect and ±100 for the full control effect; nearly all actives have a fitted effect of over 60% in size
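Multi-concentration cytotoxicity screen in KB-3-1 cells grown in DMEM lacking phenol red with 10% FBS. After 72 h at 37 °C with compound, ATP-dependent luminescence was recorded.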
HT1080 IDH1KD tx: HT-1080 IDH1 knockdown cell toxicity (counter line); HT-1080 IDH1 knockdown viability, ATP luminescence, 48 h; AID 686971; Potency, µM (highest dose often 46.1 µM), inactives show top-dose activity, negative = toxicity, most hits filed as cytotoxic; hit rate 2% among 360,000;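 note: potency is the fitted concentration of half-maximal effect; 0% = DMSO wells and -100% = cell-free medium wells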
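IDH1KD HT-1080 cells, 750/well, RPMI + 5% FBS; compound pinned after 2 h settling; 48 h, 37 °C; CellTiter-Glo luminescence; % activity normalised to DMSO and no-cell wells; curves fitted, classed by r2 and efficacy.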
HEK293 tox: cytotoxic in the GLP-1 receptor inverse agonist counter-screen; HEK293 cAMP-luciferase reporter cells, luminescence, 24 h; Potency, µM (highest dose often 38.3 µM), without a hit: top-dose activity change, negative = inhibition, most hits filed as inhibitors; hit rate 0.13% among 410,000; AID 624418;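 note: loss of luciferase light is scored as toxicity; potency is the fitted concentration of half-maximal effect; % is set by controls: 0 for no effect and ±100 for the full control effect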
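Seeding density was 200 cells/uL; after overnight-length (12 h) culture, 23 nL compounds went on for 24 h at 37 °C. Readout used a luciferase detection reagent, luminescence taken after 12 min at room temperature.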
Active calls of the source: *; ? = inconclusive; nt = not tested or not shown; & = joins results of further samples; [ ] = dose if it differs, or a comment. Unless noted, calls come from the whole dose curve; as a rule, active = well fitted curve in the direction sought with a large enough effect; inconclusive = small, poorly fitted or top-dose-only effect, or another doubt; inactive = no such curve, though single readings can be large; an effect the other way counts as inactive or inconclusive. Not a hit list. Share with any hit: about 11%.

#1 COCC(=O)Nc1ccc(Br)cc1
#2 O=C(NCc1cccc(F)c1)Nc1nnc([C@@H]2C[C@H](O)[C@@H](CO)O2)s1
#3 Cc1ccc(C(=O)NCCCCNC(=O)c2ccc(C)o2)o1
#4 CCN(CC)CCNC(=O)c1ccc(NC(=O)c2ccc(C(=O)c3ccccc3)cc2)cc1
#5 O=C(c1ccco1)N(Cc1ccc([N+](=O)[O-])cc1)c1ccc(Br)cc1
#6 CN1C(=O)C(CC(=O)Nc2ccc(Cl)cc2)N(Cc2ccco2)C1=S (configuration not stated)
#7 CC(C(=O)Nc1ccccc1C(=O)N1CCCC1)n1nnc2ccccc21 (configuration not stated)
#8 Cc1ccc(S(=O)(=O)NC(C)(C)C)cc1C(=O)OC(C)C(=O)NC1CC1 (configuration not stated)

Assay by compound	1	2	3	4	5	6	7	8
MCF10A rereplic	-6%	nt	-1%	-20%	-5%	21µM*	0%	0%
SW480 rerep	1%	nt	4%	13%	-1%	140%	-7%	-8%
IL1B secr inh	6	19	18	-69*	-9	7	18	12
D3 ag	2	9	9	-15	1	-8	0	6
HT1080NT lethal	9%	11%	15%	21µM*	-30%	-1%	-8%	1%
KB-V1 cytotox	8%	11%	12%	0%	?	-28%	-5%	-17%
KB-3-1 cytotox	11%	0%	5%	-24%	15%	-13%	-14%	0%
HT1080 IDH1KD tx	10%	?	7%	21µM*	?	0%	-20%	0%
HEK293 tox	-14%	5%	-15%	?	-6%	-20%	3%	3%

#9 Cc1ccc(S(=O)(=O)N2CCN(C(=O)COC(=O)CCOc3cc(C)ccc3C)CC2)c(C)c1
#10 C[C@@H]1C[C@H]2[C@@H]3C[C@H](F)C4=CC(=O)C=C[C@]4(C)[C@@]3(F)[C@@H](O)C[C@]2(C)[C@@]1(O)C(=O)CO
#11 CNC(=O)CN1C(=O)CSc2nc(C)cc(C)c21
#12 CNC(=O)CSc1nnc(-c2cccs2)o1
#13 COc1ccccc1Cc1c(C(C)(C)C)nc2ccc(C)cn12
#14 Cn1c(=O)c2c(nc(Sc3ncnn3CC(=O)N3CCOCC3)n2C)n(C)c1=O
#15 CC(C)CCCN1C(N(C)C)=NC[C@@H]1C
#16 Fc1ccc(NC(=S)N2CCCC(c3ccccc3)=N2)cc1

Assay by compound	9	10	11	12	13	14	15	16
MCF10A rereplic	-6%	7%&5%	?	4%	nt	-3%	3%	0%
SW480 rerep	-3%	-5%&6%	5%	-3%	nt	-25%	?	-35%[inhibitor]
IL1B secr inh	-8	0	19	6	6	10	-2	6
D3 ag	6	18&10	-7	1	-3	-5	-21	-10
HT1080NT lethal	-2%	?	0%	-2%	?	-1%	3%	-8%
KB-V1 cytotox	-19%	-4%	-21%	-14%	?	-2%	-2%	-1%
KB-3-1 cytotox	-9%	0%	10%	8%	?	18%	?	-6%
HT1080 IDH1KD tx	-5%	?	1%	7%	?	1%	1%	-9%
HEK293 tox	-13%	3%	0%	2%	-9%	-7%	8%	4%

#17 O=C(NCCCCCCNC(=O)c1cncc(O)c1)c1cncc(O)c1
#18 CCOC(=O)C(c1nc2ccccc2[nH]1)n1c(-c2ccccn2)nc2ccccc21 (configuration not stated)
#19 COCc1ccc(C(=O)N2CCCC(C(=O)c3cccc(C(F)(F)F)c3)C2)o1 (configuration not stated)
#20 COc1ccc(NC(=O)CSC2CCCCC2)cc1
#21 Cc1c(C)c2ccc(OCC(=O)N3CCC[C@@H]3C(=O)O)c(C)c2oc1=O
#22 COc1ccc(C2=NOC(Cn3nc(C(=O)NCc4cccs4)cc3-c3ccccc3)C2)cc1 (configuration not stated)
#23 CCOC(=O)/C(=N\Nc1cccc(Cl)c1)Sc1nnc(-c2ccc(OC)cc2)n1C
#24 Cc1cccc(C)c1NC(=O)CNC(=O)c1ccc(COc2ccccc2)o1

Assay by compound	17	18	19	20	21	22	23	24
MCF10A rereplic	14%	nt	10%	1%	-1%	25%	11%	-4%
SW480 rerep	-8%	nt	29%	14%	2%	0%	-4%	-7%
IL1B secr inh	-5	-25	16	1	-7	-15	1	24
D3 ag	-6	7	2	2	-3	18	-6	-9
HT1080NT lethal	23%	-14%	2%	7%	4%	-1%	6%	-2%
KB-V1 cytotox	1%	?	?	6%	?	0%	?	-12%
KB-3-1 cytotox	-3%	0%	-7%	0%	14%	0%	7%	-10%
HT1080 IDH1KD tx	12%	-8%	-3%	-5%	6%	0%	16%	-9%
HEK293 tox	11%	-8%	-3%	-4%	0%	-3%	-13%	-5%

#25 CN(CC(=O)Nc1ccc(N2CCOCC2)cc1)C(=O)c1ccc(CS(C)(=O)=O)cc1
#26 O=S(=O)(NCCCCCNS(=O)(=O)c1c(F)cccc1F)c1ccc2c(c1)OCCO2
#27 COc1cccc(CN(C)Cc2nc(C3CC3)no2)c1
#28 COc1ccc(-c2nc(C3CCCCC3)c3cc(OC)ccc3n2)cc1
#29 CCOC(=O)c1[nH]c(C)c(C(=O)Nc2ccccc2F)c1C
#30 COc1ccccc1N1CCN(C(=S)NC(=O)/C=C/c2ccc(F)cc2)CC1
#31 N#Cc1c(NCCCO)nc(-c2ccccc2)c2c1CCCC2
#32 C=CCn1c(C)cc(C(=O)COC(=O)C2CC(=O)N(Cc3ccccc3)C2)c1C (configuration not stated)

Assay by compound	25	26	27	28	29	30	31	32
MCF10A rereplic	41%	13%	16%	13%	7.3µM*	1%	?	?
SW480 rerep	0%	-11%	7%	-6%	8.2µM*	-5%	7%	-1%
IL1B secr inh	-5	nt	14	-2	0	-23	14	5
D3 ag	-9	nt	1	0	3	-17	-7	2
HT1080NT lethal	-5%	nt	-1%	?	?	1%	-16%	0%
KB-V1 cytotox	0%	-8%	-20%	17%	3.7µM*	10%	-9%	11%
KB-3-1 cytotox	-12%	-12%	-7%	22%	2.3µM*	-1%	-1%	2%
HT1080 IDH1KD tx	3%	nt	-2%	11%	?	2%	-29%	9%
HEK293 tox	0%	nt	1%	-2%	-29%	?	8%	-17%

#33 COCCNC(=O)C1CCC(=O)N1S(=O)(=O)c1ccc(C)cc1 (configuration not stated)
#34 Cc1cccc2cc(C3CC(c4ccco4)=NN3S(C)(=O)=O)c(Cl)nc12 (configuration not stated)
#35 CC1=NN(C(=O)c2csc(C(C)C)c2)C(O)(C(F)(F)F)C1 (configuration not stated)
#36 O=C(O)CCS(=O)(=O)c1cccc2cccnc12
#37 CCn1cc(C(=O)O)c(=O)c2cc(F)c(N3CCN(S(=O)(=O)c4ccc(NC(C)=O)cc4)CC3)cc21
#38 Cc1nn(CCCC(=O)NCc2ccco2)c(=O)c2nn(-c3ccccc3)c(C)c12
#39 CCCN1CCN(CCCNC(=O)Cn2cc3c(n2)CCCC3)CC1
#40 CCOc1ccc(NC(=O)CCN2CCN(S(=O)(=O)c3ccc(F)cc3)CC2)cc1

Assay by compound	33	34	35	36	37	38	39	40
MCF10A rereplic	6%	-1%	?	2%	-4%	1%	4%	10%
SW480 rerep	-2%	?	-3%	19%	nt	-1%	-1%	-5%
IL1B secr inh	-7	-29	12	-14	0	-8	15	2
D3 ag	-10	2	2	3	1	-3	1	4
HT1080NT lethal	-4%	-9%	1%	1%	-1%	-4%	3%	-10%
KB-V1 cytotox	-26%	?	1%	0%	-2%	6%	6%	-27%
KB-3-1 cytotox	1%	-4%	2%	1%	?	-2%	-2%	-4%
HT1080 IDH1KD tx	0%	-10%	4%	0%	6%	6%	4%	0%
HEK293 tox	-2%	12%	?	-11%	-19%	-2%	-7%	1%

One compound at a time (already shown).
`Cc1nn(CCCC(=O)NCc2ccco2)c(=O)c2nn(-c3ccccc3)c(C)c12` in the list: MCF10A rereplic = 1%; SW480 rerep = -1%; IL1B secr inh = -8; D3 ag = -3; HT1080NT lethal = -4%; KB-V1 cytotox = 6%; KB-3-1 cytotox = -2%; HT1080 IDH1KD tx = 6%; HEK293 tox = -2%
`O=C(O)CCS(=O)(=O)c1cccc2cccnc12` in the list: MCF10A rereplic = 2%; SW480 rerep = 19%; IL1B secr inh = -14; D3 ag = 3; HT1080NT lethal = 1%; KB-V1 cytotox = 0%; KB-3-1 cytotox = 1%; HT1080 IDH1KD tx = 0%; HEK293 tox = -11%
`CCCN1CCN(CCCNC(=O)Cn2cc3c(n2)CCCC3)CC1` in the list: MCF10A rereplic = 4%; SW480 rerep = -1%; IL1B secr inh = 15; D3 ag = 1; HT1080NT lethal = 3%; KB-V1 cytotox = 6%; KB-3-1 cytotox = -2%; HT1080 IDH1KD tx = 4%; HEK293 tox = -7%

Remaining list, next part:
#41 O=C1c2ccccc2C(Nc2ccc(S(=O)(=O)N3CCCCCC3)cc2)N1c1ccccn1 (configuration not stated)
#42 COc1ccc2[nH]cc(CCNC(=O)CC[C@H]3O[C@@H](n4cc(C)c(=O)[nH]c4=O)C[C@@H]3O)c2c1
#43 COC(=O)C1=C(C)N(C)C(=O)NC1c1c(OC)ccc2ccccc12 (configuration not stated)
#44 Cc1cccc(-n2ncc3c(N4CCN(c5ccccc5)CC4)ncnc32)c1
#45 Cc1ccc(S(=O)(=O)Nc2nc(C)c(C(=O)NNS(=O)(=O)c3cc(C)ccc3C)s2)cc1
#46 Cc1ccc(S(=O)(=O)N2CCN(S(=O)(=O)N(C)C)CC2)c(C)c1
#47 CCCOc1ccccc1NC(=O)/C=C/c1ccc(OC)c(S(=O)(=O)N2CCOCC2)c1

Assay by compound	41	42	43	44	45	46	47
MCF10A rereplic	3%	-12%	3%	nt	-18%	-15%	nt
SW480 rerep	-1%	-1%	9%	nt	9%	3%	nt
IL1B secr inh	20	12	33	nt	25	14	-23
D3 ag	-10	0	8	9	-5	-9	2
HT1080NT lethal	20%	11%	-5%	nt	8%	7%	-11%
KB-V1 cytotox	-18%	0%	-17%	6%	-9%	?	0%
KB-3-1 cytotox	-2%	0%	-5%	2%	4%	-8%	-14%
HT1080 IDH1KD tx	-2%	4%	-7%	nt	-3%	3%	-17%
HEK293 tox	1%	2%	1%	1%	10%	-10%	-1%

Screening data as filed in PubChem.
